PGC1a acetyl inh: inhibitors of PGC1a acetylation signal, primary screen, cell-based, U2OS, AlphaScreen, inhibitor mode; inhibition, % at 15.6 µM; AlphaScreen anti-acetyl-lysine; with virally co-expressed GCN5 acetyltransferase; AID 651687, 2012; 350,000 compounds, 0.17% hits;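 active = every replicate shows inhibition of at least 40%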;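 note: 0% = neutral control wells and 100% = positive control wells; some results beyond the cut were filed as inactive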
PglD DTNB: C. jejuni PglD acetyltransferase inhibitors, primary screen, biochemical, DTNB colorimetric, single point; UDP-N-acetylbacillosamine N-acetyltransferase PglD (Campylobacter jejuni); purified PglD enzyme, DTNB colorimetric CoA detection; inhibition, % at 12.5 µM; 360,000 compounds, 0.098% hits; in the data active = inhibition above about 16%, passing the limit was not always enough; note: strong numbers were not always called active
* hit, by the source's call.

1. O=c1cc(C2CCNCC2)[nH][nH]1
2. O=C(CCN1C(=O)COc2ccccc21)N1CCC2(CC1)OCCO2
3. CCOc1ccc(-n2c(O)c(C=NCCN3CCNCC3)c(=O)[nH]c2=O)cc1
4. CCC(C)/C=C(C)/C=C/C1=CC2=C(Cl)C(=O)C(C)(OC(C)=O)C(=O)C2=CO1 (stereo unspecified)
5. N=c1c[n+](CC23CC4CC(CC(C4)C2)C3)[n-]o1
6. Oc1c(Br)cc(Br)cc1CN1CCN(Cc2ccccc2)CC1
assay / entry	1	2	3	4	5	6
PGC1a acetyl inh	10.9	8.3	8.0	3.7	1.3	-10.0
PglD DTNB	-0.2	1.8	5.2	12.6	-10.3	-3.2

Copied from above, nos. 1–3
1. O=c1cc(C2CCNCC2)[nH][nH]1
2. O=C(CCN1C(=O)COc2ccccc21)N1CCC2(CC1)OCCO2
3. CCOc1ccc(-n2c(O)c(C=NCCN3CCNCC3)c(=O)[nH]c2=O)cc1
assay / entry	1	2	3
PGC1a acetyl inh	10.9	8.3	8.0
PglD DTNB	-0.2	1.8	5.2

Carrying on:
7. C=Cn1c(P(=S)(N2CCOCC2)N2CCOCC2)cc2c1CCCC2
8. COC(=O)CC1NC2CCCCC2NC1=O (stereo unspecified)
9. CCn1cc(C(=O)N2CCC3(CC2)OCCO3)c(=O)c2cc(S(=O)(=O)N3CCCC3)ccc21
10. CCCCCCn1c(O)c(C=Nc2c(C)n(C)n(-c3ccccc3)c2=O)c(=O)[nH]c1=O
11. COc1ccc(C(=O)N2CCOCC2)cc1S(=O)(=O)N1CCC(C)CC1
12. CCCCCn1c(=O)c(C(=O)NCc2ccncc2)c(O)c2ccccc21
assay / entry	7	8	9	10	11	12
PGC1a acetyl inh	-13.3	-13.9	10.1	14.9	5.5	9.8
PglD DTNB	2.5	-6.4	-5.9	-2.5	-0.4	-2.4

13. OC1(c2cccnc2)CC2CCC(C1)N2Cc1nnnn1Cc1ccccc1 (stereo unspecified)
14. CN(C)C(=O)Oc1cccc(NC(=O)N2CCOCC2)c1
15. O=C(C1CC(=O)N(c2ccc(F)c(Cl)c2)C1)N1CCC2(CC1)OCCO2 (stereo unspecified)
16. Cc1ccc(-c2cc(-c3ccc(C)cc3)[n+](-c3ccccc3)c(-c3ccc(C)cc3)c2)cc1
17. O[C@H]1C2CCC1C(N1CCCCC1)CC2 (stereo partly specified)
18. CC(=O)N1CCN(c2ccc(N=Cc3c(O)n(-c4ccc(Cl)cc4)c(=O)[nH]c3=O)cc2)CC1
assay / entry	13	14	15	16	17	18
PGC1a acetyl inh	-7.8	1.1	20.1	-15.9	-0.4	-1.3
PglD DTNB	1.1	2.7	-1.6	-7.6	3.9	-8.8

19. Cc1cc(C)nc(NC2=NCCS2)n1
20. COC(=O)C(O)(c1cn(C)c2ccccc12)C(F)(F)F (stereo unspecified)
21. CC(C)C1(C)N=C(c2nc3ccccc3cc2C(=O)O)NC1=O (stereo unspecified)
22. C=CCn1c(O)c(C(C)=NC2CC2)c(=O)[nH]c1=O
23. CCC(=O)Nc1cc(C(=O)N2CCC3(CC2)OCCO3)ccc1S(=O)(=O)c1ccc(C)cc1
24. Cc1cc2c(C(F)(F)F)cc(=O)oc2c2c1NCCC2
assay / entry	19	20	21	22	23	24
PGC1a acetyl inh	-2.4	-16.5	-2.5	-6.9	3.7	7.0
PglD DTNB	1.2	-1.0	-0.4	-1.2	3.6	-1.7

Full records, looked up by structure. Screens in order: PGC1a acetyl inh | PglD DTNB
CCC(=O)Nc1cc(C(=O)N2CCC3(CC2)OCCO3)ccc1S(=O)(=O)c1ccc(C)cc1 is entered as 3.7 | 3.6
C=CCn1c(O)c(C(C)=NC2CC2)c(=O)[nH]c1=O is entered as -6.9 | -1.2

Next part.
25. COc1cc(/C=C(/C)[N+](=O)[O-])ccc1OCc1ccccc1Cl
26. CCOC(=O)/C(CCCN(CC)CC)=N\O
27. O=C1C2CCN(CC2)[C@@H]1Cc1ccc2ccccc2c1O
28. CC1SC2(CN3CCC2CC3)NC1=O (stereo unspecified)
29. COC[C@]12CN(C)C3C4[C@H](OC)[C@H]1C3([C@@H](OC)C[C@H]2O)[C@@H]1C[C@@]2(O)[C@H](OC(=O)c3ccccc3)[C@@H]1[C@]4(OC(C)=O)[C@@H](O)[C@@H]2OC
30. CCCN1CCC2(CC1)NC(CO)(CO)CO2
assay / entry	25	26	27	28	29	30
PGC1a acetyl inh	59.3	-14.1	12.9	5.9	12.1	6.2
PglD DTNB	0.2	1.8	-5.0	1.8	5.4	-0.6

31. CCOC(=O)c1nc2ccccc2c(=O)n1-c1cccc(C)c1
32. COC(=O)c1ccc(-n2c(C)nc3ccccc3c2=O)cc1
33. Cc1cc(C)c(NC2=NCCCS2)c(C)c1
34. O=c1[nH]c(=O)n(CCc2ccccc2)c(O)c1C=NCCCn1ccnc1
35. Cc1cc(S(=O)(=O)NCC(C)C)ccc1OCC(=O)N1CCN(Cc2ccccc2)CC1
36. COCCCn1c(N)c(C(=O)OCCOC)c2nc3ccccc3nc21
assay / entry	31	32	33	34	35	36
PGC1a acetyl inh	-3.6	-5.6	-11.4	7.3	0.7	-4.2
PglD DTNB	-3.4	2.4	1.3	-7.4	-3.4	-1.9

Reformatted with values under each structure: entries from further up.
Second line of a record: PGC1a acetyl inh	PglD DTNB
(32) COC(=O)c1ccc(-n2c(C)nc3ccccc3c2=O)cc1
 : -5.6	2.4
(35) Cc1cc(S(=O)(=O)NCC(C)C)ccc1OCC(=O)N1CCN(Cc2ccccc2)CC1
 : 0.7	-3.4

Other compounds follow.
37. COCCOC(=O)c1c(N)n(Cc2ccccc2)c2nc3ccccc3nc12
38. COc1ccc(CCNC(=O)c2c(N)n(CCN3CCOCC3)c3nc4ccccc4nc23)cc1
39. CCOc1ccc(-n2c(O)c(C=Nc3ccc(N(CC)CC)cc3)c(=O)[nH]c2=O)cc1
40. O=C(COc1ccccc1)N1CCN(C/C=C/c2ccccc2)CC1
41. C[C@@H]1CC[C@@]2(NC1)O[C@H]1C[C@H]3[C@@H]4CC=C5C[C@@H](O)CC[C@]5(C)[C@H]4CC[C@]3(C)[C@H]1[C@@H]2C
42. Cc1cccc(-c2nc3ccccc3c(=O)n2-n2cccc2)c1
assay / entry	37	38	39	40	41	42
PGC1a acetyl inh	-14.6	-2.1	11.5	-4.3	6.2	-5.5
PglD DTNB	-3.3	2.0	9.9	-0.2	0.0	4.4

Entries by screen from the list.
Entries 2–12 in PglD DTNB: 1.8, 5.2, 12.6, -10.3, -3.2, 2.5, -6.4, -5.9, -2.5, -0.4, -2.4

The list continues:
43. CC[C@H]1CC2CN3CCc4c([nH]c5ccccc45)C(C(=O)OC)(C2)C13 (stereo partly specified)
44. CCCC(C)n1[nH]c(=O)c2c1NC(=O)CSC2c1ccc(OC)cc1 (stereo unspecified)
45. CC(=NCC1CCCO1)c1c(O)n(-c2ccccc2)c(=O)[nH]c1=O (stereo unspecified)
46. COc1ccc(OC(=O)N(C)C)c(CN(C)C)c1
47. COC(=O)C1=C(c2ccc(C(C)=O)cc2)C[C@@H]2CC[C@H]1N2C(=O)NCc1ccc(C(F)(F)F)cc1
48. CC(Cc1ccccc1)N1Cc2ccccc2C1 (stereo unspecified)
assay / entry	43	44	45	46	47	48
PGC1a acetyl inh	10.4	-3.6	-8.9	5.5	-10.3	-7.1
PglD DTNB	-2.8	-8.3	-3.2	-3.2	-5.4	2.5

49. CCCCn1c(O)c(C(C)=NC(C)c2ccccc2)c(=O)[nH]c1=O (stereo unspecified)
50. C=C(C=O)CC1CC(O)[C@]2(C)OC3CC4OC5C[C@]6(C)O[C@]7(C)CCC8OC9C[C@]%10(C)OC%11C(C)=CC(=O)OC%11CC%10OC9C[C@@H](C)C8OC7CC6O[C@]5(C)CC5OC5C4OC3CC2O1 (stereo partly specified)
51. O=C(CN1CCOCC1)NCC(=O)Nc1ccc(Br)cc1C(=O)c1ccccc1
52. CCOC(=O)c1nc2ccccc2c(=O)n1-c1ccc(C)cc1
53. COC(=O)c1ccc(COc2cc(C)cc3oc(=O)c4c(c23)CCCC4)o1
54. CCCCc1nc2ccccc2c(=O)n1-c1ccccc1[N+](=O)[O-]
assay / entry	49	50	51	52	53	54
PGC1a acetyl inh	4.3	-3.4	-1.9	0.9	-3.0	-0.3
PglD DTNB	6.9	-5.8	-5.0	-6.0	3.8	1.2

55. Clc1ccc2c(c1)C(c1ccccc1Cl)=NCc1nnc(Br)n1-2
56. CCOC(=O)c1c(C)n(Cc2ccccc2)c2ccc(OCC(O)Cn3nc(C)cc3C)cc12 (stereo unspecified)
57. O=C(Cn1cnc2ccccc2c1=O)NCC(=O)N1CCC2(CC1)OCCO2
58. COc1ccc(-n2c(C)nc3cc(C(=O)N4CCC5(CC4)OCCO5)ccc32)cc1
59. COC(=O)C1=C(c2ccc(F)cc2OCc2ccccc2)C[C@@H]2CC[C@H]1N2C(=O)NCCO
60. CN1C2CCC1CC(OC(=O)c1cc(Cl)cc(Cl)c1)C2 (stereo unspecified)
assay / entry	55	56	57	58	59	60
PGC1a acetyl inh	2.9	3.5	-1.3	-15.6	-4.7	5.0
PglD DTNB	3.5	0.9	3.2	3.4	1.3	2.6

61. COC(=O)C1=C(c2ccc3ccccc3c2)C[C@@H]2CC[C@H]1N2C(=O)NC1CCCCC1
62. O=C1NC(=O)C(=Cc2cn(CCOc3ccc4c(c3)OCO4)c3ccccc23)C(=O)N1
63. CC1CN=C(Nc2cccc3ccccc23)S1 (stereo unspecified)
64. CN(CC(=O)Nc1ccccc1-c1ccccc1)C1CCCCC1
65. CCOC(=O)N(CC)c1ccc(C(O)(C(=O)OCC)C(F)(F)F)cc1 (stereo unspecified)
66. CC1(O)C[C@]2(C)N(O)C3CCCC[C@@H]3N2O1 (stereo partly specified)
assay / entry	61	62	63	64	65	66
PGC1a acetyl inh	-11.0	8.4	-11.2	-6.3	-28.2	7.7
PglD DTNB	4.9	13.3	-8.9	0.7	1.5	-2.3

67. CCN1CC=C(c2c[nH]c3ccccc23)CC1
68. CCCn1ncc(C(=O)O)c1C
69. COc1ccc(OC)c(-n2c(O)c(C=NCc3ccc4c(c3)OCO4)c(=O)[nH]c2=O)c1
70. O=C(Cc1ccccc1)N1CCN(Cc2cccnc2)CC1
71. Cc1ccc(N(C)C(=O)Oc2ccc(C(=O)c3ccc(Cl)cc3)cc2)cc1
72. O=c1cccc2n1CC1CC2CN(Cc2c(Cl)cccc2Cl)C1 (stereo unspecified)
assay / entry	67	68	69	70	71	72
PGC1a acetyl inh	3.4	-5.7	6.0	-20.4	1.1	-9.7
PglD DTNB	-2.4	-8.2	1.4	-7.7	-1.4	-2.7

73. C=CCC1(CN2CCCCCC2=O)C(=O)NC(=O)NC1=O
74. CNC(=S)NC1CC2CCCC(C1)N2CC(C)C (stereo unspecified)
75. CC(C)c1ccc(N2C(=O)NC(=O)/C(=C\c3cnc(-c4ccccc4)nc3)C2=O)cc1
76. CCN(CC)c1ccc(/C=C2\C(=O)NC(=S)N(c3ccc(OC)cc3OC)C2=O)o1
77. COC(=O)N(c1ccc(OC)cc1)P1(=S)OCCC(C)O1 (stereo unspecified)
78. CCCCCCN=C(CC)c1c(O)n(CCCC)c(=O)[nH]c1=O
assay / entry	73	74	75	76	77	78
PGC1a acetyl inh	7.3	8.3	-5.8	-3.6	11.0	5.6
PglD DTNB	-4.5	-5.3	6.7	-2.2	-4.1	1.4

79. C/C1=C\[C@@H](C)C/C=C/[C@H]2[C@@H]3O[C@]3(C)[C@@H](C)[C@H]3[C@H](Cc4c[nH]c5ccccc45)NC(=O)[C@]32C(=O)/C=C/C(=O)[C@@H]1O
80. CCOC(=O)c1ccc(NC(=O)c2c(O)[nH]c(=O)[nH]c2=O)cc1
81. OC(CNC1CCCCC1)c1ccccc1 (stereo unspecified)
82. CCN1CCN(C(=O)Cc2coc3cc(C)cc(C)c23)CC1
83. O=C(Nc1ccc(Br)cc1)c1nn(C23CC4CC(CC(C4)C2)C3)cc1Br
84. O=C(Cc1cccs1)N1CCC2(CC1)OCCO2
assay / entry	79	80	81	82	83	84
PGC1a acetyl inh	9.6	1.0	2.1	-0.8	-2.8	-6.7
PglD DTNB	-3.3	5.4	3.3	3.7	-6.8	0.8

This is a subset; the hit share may differ from the screen's.
